Compound activity from PubChem BioAssay.
FAS-TE inh: FAS thioesterase domain inhibitors, primary screen, biochemical, fluorescence intensity, uHTS; Fatty acid synthase (Homo sapiens), P49327; recombinant FAS-TE, OMFH fluorogenic substrate, fluorescence endpoint; 0.67% of 360,000 active; inhibition, % at 15 µM;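 active = compounds whose normalised, plate-corrected inhibition of enzyme fluorescence in the single-dose primary screen is 50% or more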;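 note: 0% = DMSO with enzyme and 100% = substrate without enzyme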
Target sequence (P49327 whole entry, looked up, the tested form may be a part): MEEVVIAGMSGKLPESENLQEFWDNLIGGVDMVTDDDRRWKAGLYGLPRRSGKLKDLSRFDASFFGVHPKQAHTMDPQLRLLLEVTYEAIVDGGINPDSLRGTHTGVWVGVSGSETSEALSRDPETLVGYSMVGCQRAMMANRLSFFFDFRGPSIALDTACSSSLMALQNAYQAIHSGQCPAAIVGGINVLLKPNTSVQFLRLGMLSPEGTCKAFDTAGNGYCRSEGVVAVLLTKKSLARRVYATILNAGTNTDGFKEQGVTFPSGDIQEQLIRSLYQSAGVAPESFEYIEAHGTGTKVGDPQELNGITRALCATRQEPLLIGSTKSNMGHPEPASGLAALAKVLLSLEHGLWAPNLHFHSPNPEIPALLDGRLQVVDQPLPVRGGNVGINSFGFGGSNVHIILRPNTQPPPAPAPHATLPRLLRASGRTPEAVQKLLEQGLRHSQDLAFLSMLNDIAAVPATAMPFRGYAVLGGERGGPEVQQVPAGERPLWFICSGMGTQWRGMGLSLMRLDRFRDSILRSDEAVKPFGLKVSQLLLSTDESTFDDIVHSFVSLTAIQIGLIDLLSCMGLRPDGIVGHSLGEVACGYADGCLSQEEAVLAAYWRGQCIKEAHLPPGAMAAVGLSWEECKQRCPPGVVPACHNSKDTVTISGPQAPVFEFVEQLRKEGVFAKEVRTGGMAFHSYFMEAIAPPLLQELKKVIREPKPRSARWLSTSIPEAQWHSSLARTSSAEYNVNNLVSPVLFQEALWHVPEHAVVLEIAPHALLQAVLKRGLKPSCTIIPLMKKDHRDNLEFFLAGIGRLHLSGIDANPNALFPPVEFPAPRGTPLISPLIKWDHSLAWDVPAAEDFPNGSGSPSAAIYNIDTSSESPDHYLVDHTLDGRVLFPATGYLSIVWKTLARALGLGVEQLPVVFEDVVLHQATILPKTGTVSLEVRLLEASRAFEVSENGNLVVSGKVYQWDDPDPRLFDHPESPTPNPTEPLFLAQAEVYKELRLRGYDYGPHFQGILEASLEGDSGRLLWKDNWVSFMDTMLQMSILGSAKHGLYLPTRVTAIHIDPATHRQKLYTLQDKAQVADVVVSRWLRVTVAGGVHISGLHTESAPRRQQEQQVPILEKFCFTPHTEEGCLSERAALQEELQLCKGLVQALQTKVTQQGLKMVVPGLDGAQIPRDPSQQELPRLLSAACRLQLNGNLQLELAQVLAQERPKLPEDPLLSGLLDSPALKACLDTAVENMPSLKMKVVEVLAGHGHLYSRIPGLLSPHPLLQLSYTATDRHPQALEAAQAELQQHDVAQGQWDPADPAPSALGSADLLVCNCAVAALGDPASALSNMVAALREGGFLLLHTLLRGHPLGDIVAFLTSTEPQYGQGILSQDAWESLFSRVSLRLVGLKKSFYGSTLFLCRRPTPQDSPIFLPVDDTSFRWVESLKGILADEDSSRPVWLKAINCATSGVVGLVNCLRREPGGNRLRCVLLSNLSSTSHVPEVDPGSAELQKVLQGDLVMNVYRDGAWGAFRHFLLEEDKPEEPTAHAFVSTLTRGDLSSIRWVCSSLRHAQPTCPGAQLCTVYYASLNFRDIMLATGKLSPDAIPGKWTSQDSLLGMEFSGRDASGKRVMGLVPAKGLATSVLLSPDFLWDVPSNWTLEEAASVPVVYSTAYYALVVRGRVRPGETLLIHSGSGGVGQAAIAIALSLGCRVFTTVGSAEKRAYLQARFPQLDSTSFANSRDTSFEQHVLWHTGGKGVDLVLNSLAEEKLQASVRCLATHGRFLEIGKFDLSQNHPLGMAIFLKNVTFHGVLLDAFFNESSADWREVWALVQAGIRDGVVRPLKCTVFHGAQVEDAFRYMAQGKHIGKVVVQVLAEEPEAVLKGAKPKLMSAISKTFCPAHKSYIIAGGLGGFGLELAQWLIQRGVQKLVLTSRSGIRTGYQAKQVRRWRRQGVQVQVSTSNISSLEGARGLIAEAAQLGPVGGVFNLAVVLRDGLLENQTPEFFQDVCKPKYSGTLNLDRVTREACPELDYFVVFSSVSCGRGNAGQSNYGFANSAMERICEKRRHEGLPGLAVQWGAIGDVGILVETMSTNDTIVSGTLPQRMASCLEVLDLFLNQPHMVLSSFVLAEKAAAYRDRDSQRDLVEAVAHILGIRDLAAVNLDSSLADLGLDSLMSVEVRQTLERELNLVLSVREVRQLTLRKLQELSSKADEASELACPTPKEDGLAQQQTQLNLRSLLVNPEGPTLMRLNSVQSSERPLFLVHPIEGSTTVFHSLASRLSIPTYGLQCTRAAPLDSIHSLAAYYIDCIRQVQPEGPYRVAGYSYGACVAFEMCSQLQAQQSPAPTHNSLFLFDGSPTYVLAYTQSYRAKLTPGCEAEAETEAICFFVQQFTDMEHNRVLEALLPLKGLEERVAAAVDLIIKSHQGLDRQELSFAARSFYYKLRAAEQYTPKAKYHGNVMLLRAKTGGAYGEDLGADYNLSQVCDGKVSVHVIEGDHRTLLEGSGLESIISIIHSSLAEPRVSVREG
MsrA act: bovine MsrA enzyme activators, primary screen, biochemical, absorbance, HTS. 0.3% of 360,000 active. Methionine sulfoxide reductase A (Bos taurus). purified bovine MsrA, absorbance read-out. activation, % at 10.6 µM; in the data active = activation above about 7.5%;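 note: 0% = vehicle and 100% = reference activator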
Neddylation inh: inhibitors of cullin neddylation, primary screen, biochemical, TR-FRET, uHTS, NAE and Ubc12; NEDD8-conjugating enzyme Ubc12 (Homo sapiens) + NEDD8-activating enzyme E1 regulatory …; calls only at 25 µM; 0.58% of 360,000 active; in the data active = inhibition above about 36%
MLLE-PAM2 inh: inhibitors of PABP1 MLLE–PAM2 peptide binding, primary screen, biochemical, fluorescence polarization, FITC-PAM2, GST-MLLE. 0.36% of 360,000 active. inhibition, % at 20 µM. Polyadenylate-binding protein 1 (Homo sapiens), P11940; in the data active = inhibition above about 35%, passing the limit was not always enough;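 note: plate controls were DMSO wells with GST-MLLE for no effect and wells lacking GST-MLLE protein for full effect; some results filed as inactive read as strong as hits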
Tb MetRS inh: T. brucei MetRS inhibitors, primary screen, biochemical, luminescence; 0.4% of 360,000 active; inhibition, % at 11.9 µM; AID 624268, 2012; purified T. brucei MetRS, ATP depletion, Kinase-Glo luminescence; methionyl-tRNA synthetase (Trypanosoma brucei brucei);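 active = inhibition above a per-plate cutoff of the control wells' mean inhibition plus 3 SD, cut at about 5.5% in these data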;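 note: 0% = DMSO wells median and 100% = median of wells with control inhibitor compound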
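Test system – parasite MetRS enzyme · Reagent – substrates ATP, L-methionine and bulk Escherichia coli tRNA · Doses – 11.9 µM compound single dose, 0.9% DMSO · Times – 15 min enzyme-compound preincubation, 2 h reaction, 10 min detection, 25 °C · Signal – Kinase-Glo luminescence, ATP depletion format · Controls – DMSO-only wells as low control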
CSN deneddyl inh: inhibitors of CSN-mediated cullin deneddylation, primary screen, biochemical, fluorescence polarization, uHTS | 0.38% of 360,000 active | inhibition, % at 12.5 µM | COP9 signalosome complex subunit 5 (Homo sapiens), Q92905 | Purified CSN, SCF-Nedd8-OG deneddylation;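 active = pattern-corrected inhibition above about 35%, with an unprinted fluorescence ratio check between 0.5 and 1.5, limit read from the data, passing the limit was not always enough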;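 note: 0% = enzyme with substrate and 100% = substrate without enzyme; some results filed as inactive read as strong as hits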
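Detection – fluorescence polarization · System – HEK293T-derived human Csn5 enzyme · Controls – substrate-only high control, full reaction low control · Timing – 90 min, room temperature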
MsrA inhibitor: bovine MsrA enzyme inhibitors, primary screen, biochemical, absorbance, HTS; Methionine sulfoxide reductase A (Bos taurus); purified bovine MsrA, absorbance read-out; inhibition, % at 15.5 µM; 0.75% of 360,000 active; AID 651718, 2012; in the data active = inhibition above about 4.5%;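 note: 0% = vehicle wells with enzyme and 100% = reference inhibitor wells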
Rin1 Abl inh: inhibitors of Rin1-Abl protein binding, primary screen, biochemical, TR-FRET; Tyrosine-protein kinase ABL1 (Homo sapiens) + Ras and Rab interactor 1 (Homo sapiens), …; 0.4% of 360,000 active; inhibition, % at 7.35 µM; in the data active = inhibition above about 5%, passing the limit was not always enough
eLon inh: inhibitors of E. coli Lon protease, primary screen, biochemical, fluorescence polarization; 0.42% of 360,000 active; AID 602123, 2011; P0A9M0; purified E. coli Lon protease; inhibition, % at 7.94 µM; in the data active = inhibition above about 13%, passing the limit was not always enough;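 note: 0% = enzyme with probe and DMSO and 100% = no enzyme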
Active calls of the source: *; i = inactive; · = not tested or not shown.

1) C#CCOCCOCCOCCNc1nc(N2CCN(C(=O)[C@H]([C@@H](C)CC)n3cc(CCCN=C(N)N)nn3)CC2)nc(N2CCN(C(=O)[C@H](CCCCN)n3cc(CC(C)O)nn3)CC2)n1 (some centres undefined)
2) CS(=O)(=O)c1ccc(Nc2nc(C(N)Cc3ccccc3)cs2)cc1 (centres undefined)
3) C#CCNC(=O)c1cccn1-c1ncc(C(F)(F)F)cc1Cl
4) CC(=O)Oc1ccc(/C=C2/C(=O)N(c3ccccc3)N=C2C)cc1
5) O=C(COC(=O)[C@H](Cc1ccccc1)NS(=O)(=O)c1ccccc1F)NC1CCCCC1
6) O=C1NC(O)CCN1C1CC(O)C(CO)O1 (centres undefined)
7) COc1cc(NC(=O)CSc2nccc(C)n2)c(C(=O)O)cc1OC
8) CCOC(=O)COc1c(C(=O)OC)sc2ncccc12
9) O=C(NCCCN1CCCC1=O)c1ccc(NS(=O)(=O)c2ccccc2)cc1
10) COc1ccccc1C1c2ccc3ccccc3c2Oc2ncn(CCCO)c(=N)c21 (centres undefined)

Assay by compound	1	2	3	4	5	6	7	8	9	10
FAS-TE inh	-2	-2	-4	-2	6	-3	-3	-2	-6	0
MsrA act	-2	-4	-1	-1	-3	-7	-1	-13	-3	1
Neddylation inh	i	i	i	i	i	i	i	i	i	i
MLLE-PAM2 inh	-4	-4	-11	14	3	-5	4	-5	1	-3
Tb MetRS inh	-0.2	-0.1	-0.2	3.4	-0.1	0.1	0.4	-2.1	-0.1	0.7
CSN deneddyl inh	1	4	-16	-3	4	-1	18	3	-2	4
MsrA inhibitor	-0.8	2.0	0.9	0.4	-1.2	-0.1	-0.7	-1.0	0.6	·
Rin1 Abl inh	2	-3	0	11*	-2	1	-1	-2	-1	0
eLon inh	1	-2	-1	-4	3	-6	-3	0	11	-5

11) O=C(CO/N=C/c1ccc(OC(F)F)cc1)NCc1ccco1
12) CCOC(=O)c1ccc(NC(=O)c2n[nH]c(=O)c3ccccc23)cc1
13) CCCCNC(=O)c1onc(CSc2ccc(OC)cc2)c1C(=O)O
14) Cn1cc(C(=O)c2cccc(Cl)c2)cc1C#N
15) CC(Sc1nnc(-c2ccccc2F)n1C1CC1)C(=O)N1CCCC1 (centres undefined)
16) O=[N+]([O-])CC1(n2nc3ccccc3n2)CCCCC1
17) NC(=S)Nc1cccc2[nH]ncc12
18) COc1cc(OC)cc(C(=O)Nc2ccc3c(c2)n(C)c(=O)n3C)c1
19) O=C(NCCCN1CCN(c2ccccc2F)CC1)C1CCC(=O)N1C1CCCCC1 (centres undefined)
20) OC1(c2ccccc2)CC(c2ccccc2)c2ccccc2O1 (centres undefined)

Assay by compound	11	12	13	14	15	16	17	18	19	20
FAS-TE inh	-9	-2	-3	6	-8	-11	-4	-5	-7	24
MsrA act	-11	-9	-2	-14	-2	-1	0	0	-7	-10
Neddylation inh	i	i	i	i	i	i	i	i	i	i
MLLE-PAM2 inh	8	0	9	10	2	-2	-19	9	-5	-12
Tb MetRS inh	-1.3	-1.2	-0.2	-1.4	-0.1	-0.1	0.0	-0.2	-1.2	-0.5
CSN deneddyl inh	0	-1	-2	-4	-7	1	4	1	0	-1
MsrA inhibitor	-0.3	-0.6	0.6	-1.5	0.6	·	-1.5	-0.4	-0.7	0.1
Rin1 Abl inh	-2	-1	4	0	2	3	-6	-1	2	2
eLon inh	5	7	-7	6	10	-4	2	-6	-4	-2

21) CCOc1cc(C(=O)N2CCC(CC3CC(c4cccc(Br)c4)=NO3)(C(=O)NCC3CCCCC3)CC2)cc(OCC)c1OCC (centres undefined)
22) COc1ccc(-c2nc3ccccc3c(=O)n2CCc2ccc(O)cc2)cc1
23) Cc1ccc(C(=O)N(CCN(C)C)CC2CCCN(Cc3ccccc3F)C2)cc1C (centres undefined)
24) CC(=O)O[C@@H]1[C@H](OC(=O)CC(C)C)c2c(ccc3ccc(=O)oc23)OC1(C)C
25) O=C1C(Cl)=C(Nc2ccccc2)C(=O)c2ccccc21
26) O=C(C[n+]1cc(-c2ccccc2)n2c1CCC2)c1cccs1
27) Cc1cccc(C)c1OCC(=O)Nc1ccc2c(c1)C(=O)NC2=O
28) CC1CCCC(NC(=O)COC(=O)c2ccccc2C(=O)N(C)C2CCCCC2)C1C (centres undefined)
29) Cc1c(Cl)cnc(NC(=O)COC(=O)c2cccc(S(=O)(=O)N3CCc4ccccc4C3)c2)c1Cl
30) CCOC(=O)C(C(=O)Nc1nccs1)C1CCCCC1 (centres undefined)

Assay by compound	21	22	23	24	25	26	27	28	29	30
FAS-TE inh	18	1	1	12	-7	-6	-6	-1	38	-3
MsrA act	0	0	-1	-1	0	8.9*	-5	-5	-5	-4
Neddylation inh	i	i	i	i	i	i	i	i	i	i
MLLE-PAM2 inh	-12	-8	4	8	-1	-12	3	16	21	11
Tb MetRS inh	-0.5	-0.1	-0.9	-0.2	0.3	-0.2	-0.2	-0.4	-0.8	0.2
CSN deneddyl inh	-3	2	1	-3	-3	-1	-1	-4	5	-1
MsrA inhibitor	0.1	-0.8	-0.9	1.2	0.7	2.2	-0.2	0.1	0.2	1.1
Rin1 Abl inh	4	-3	-1	2	-4	1	-2	1	4	2
eLon inh	2	-6	2	113*	-1	0	1	-7	2	-4

31) Clc1ccc(OCc2nc(-c3ccncc3)no2)cc1
32) CCN1CCN(CC(O)COCc2cc(OC)c(OC)c(OC)c2)CC1 (centres undefined)
33) COc1ccc(-n2nc3c(c2NC(=O)COc2ccccc2F)CS(=O)(=O)C3)cc1
34) Cc1ccc(NC(=O)CCn2cnc3ccccc3c2=O)cc1
35) O=C(NCCc1ccccc1)c1ccc2nc(N3CCOCC3)sc2c1
36) Cc1cc(NC(=O)CN2C(=O)NC(C)(c3ccccc3Cl)C2=O)no1 (centres undefined)
37) Cc1nc2ccccc2c(=O)n1NCc1cccs1
38) Clc1ccc(C(Cn2ccnc2)OCc2c(Cl)cccc2Cl)c(Cl)c1 (centres undefined)
39) Cc1ccc2c(c1)c1c(n2C)C(=O)CCC1
40) CCSC1=C(C#N)C(c2cccc(OC)c2)CC(=O)N1 (centres undefined)

Assay by compound	31	32	33	34	35	36	37	38	39	40
FAS-TE inh	8	-13	0	-4	-3	-7	-5	26	0	-11
MsrA act	-3	-5	-2	-2	0	-1	-12	-2	-3	2
Neddylation inh	i	i	i	i	i	i	i	i	·	i
MLLE-PAM2 inh	-7	5	4	-10	7	-5	2	2	-1	-5
Tb MetRS inh	0.3	-0.4	-0.1	-0.5	0.1	0.0	-1.4	-0.3	-0.3	-1.2
CSN deneddyl inh	1	3	6	3	1	-6	-3	-9	1	-8
MsrA inhibitor	-0.4	-0.4	-0.9	-0.4	0.8	-0.2	0.6	0.6	0.0	0.4
Rin1 Abl inh	4	7	-1	3	4	-1	1	0	-3	-3
eLon inh	-9	-1	-3	-2	-10	4	-2	7	5	-5

41) CCNC(=O)C1(C)CCN(Cc2ccccc2-c2ccccc2)C1 (centres undefined)
42) O=C(NCCC1CCCCN1S(=O)(=O)c1ccccc1)C(=O)NCCN1CCOCC1 (centres undefined)
43) Cc1nc2cc(C(F)(F)F)ccc2n1CCNc1nc(-c2ccc(F)cc2)cs1
44) CCOC(=O)c1ccc(N(CCC2CO2)S(=O)(=O)c2ccc(C)cc2)cc1 (centres undefined)
45) ON=C1C2CC=C(c3ccccc3)C1CCC2 (centres undefined)
46) CCOC(=O)CC1C(=O)NCCN1S(=O)(=O)c1cccc(C(F)(F)F)c1 (centres undefined)
47) CCOC(=O)c1ccccc1NC(=O)Cc1c(C(=O)O)n(C)c2ccccc12
48) CCOC(=O)c1cc2oc(C)cc2n1CC(=O)OC1CCCCC1
49) CSc1cccc(-n2c(C)cc(C(N)=O)c2C)c1
50) CN(C)S(=O)(=O)c1ccc(NC(=O)c2cccnc2)cc1

Assay by compound	41	42	43	44	45	46	47	48	49	50
FAS-TE inh	-3	-9	9	8	0	-4	0	20	-7	-7
MsrA act	-8	-4	-4	-10	-13	-4	0	-11	-1	1
Neddylation inh	i	i	i	i	i	i	i	i	i	i
MLLE-PAM2 inh	10	-2	-30	7	-3	0	11	5	2	-30
Tb MetRS inh	-0.5	-0.5	-0.2	-0.5	-0.7	0.1	-0.4	-0.9	-0.1	0.1
CSN deneddyl inh	1	-2	1	-2	-2	-6	2	7	-1	3
MsrA inhibitor	-0.7	-1.5	1.8	-0.1	0.0	-1.0	-0.7	-0.9	-1.8	0.4
Rin1 Abl inh	-3	-2	3	1	3	2	1	-3	-3	2
eLon inh	-4	-2	20	1	3	2	-3	-14	-8	-4

51) COc1ccccc1OCCSc1nc2ccccc2n1CCC(=O)O
52) COCCNC(=S)NC12CC3CC(CC(C3)C1)C2
53) O=C(Cc1ccccc1)NCc1ccc2c(c1)OCO2
54) Cc1c(C(=O)Nc2ccncc2)oc2c1C(=O)CC(C)(C)C2
55) COc1ccc(OC)c(S(=O)(=O)Nc2cccc3ccccc23)c1
56) N#Cc1ccc(C(=O)Nc2cc(S(=O)(=O)Nc3ccc(Cl)cc3)ccc2N2CCCCC2)cc1
57) CCOc1ccccc1NC(=O)CSc1nnnn1-c1ccc(C(=O)OC)cc1

Assay by compound	51	52	53	54	55	56	57
FAS-TE inh	-4	-8	-2	-5	9	15	5
MsrA act	-4	1	0	5	-3	-8	-2
Neddylation inh	i	i	i	i	i	i	i
MLLE-PAM2 inh	5	-6	-4	-4	-13	34	-10
Tb MetRS inh	-0.1	0.0	-0.2	-0.3	0.0	-1.2	0.1
CSN deneddyl inh	2	4	3	3	3	-5	3
MsrA inhibitor	0.2	1.6	-0.8	0.7	-0.8	1.7	-0.1
Rin1 Abl inh	2	-3	-2	3	0	3	2
eLon inh	-6	0	-2	2	-1	-9	-5

Record cards (already shown). Order of screens: FAS-TE inh	MsrA act	Neddylation inh	MLLE-PAM2 inh	Tb MetRS inh	CSN deneddyl inh	MsrA inhibitor	Rin1 Abl inh	eLon inh
O=C(NCCCN1CCCC1=O)c1ccc(NS(=O)(=O)c2ccccc2)cc1 is listed as -6	-3	i	1	-0.1	-2	0.6	-1	11
CCN1CCN(CC(O)COCc2cc(OC)c(OC)c(OC)c2)CC1 (centres undefined) is listed as -13	-5	i	5	-0.4	3	-0.4	7	-1
Cc1c(C(=O)Nc2ccncc2)oc2c1C(=O)CC(C)(C)C2 is listed as -5	5	i	-4	-0.3	3	0.7	3	2
Cc1ccc2c(c1)c1c(n2C)C(=O)CCC1 is listed as 0	-3	·	-1	-0.3	1	0.0	-3	5
O=C(COC(=O)[C@H](Cc1ccccc1)NS(=O)(=O)c1ccccc1F)NC1CCCCC1 is listed as 6	-3	i	3	-0.1	4	-1.2	-2	3
